MsrA inhibitor: inhibitors of bovine MsrA | purified bovine MsrA, absorbance read-out | inhibition, % at 15.5 µM | hit rate 0.75% among 360,000 | AID 651718; in the data active = inhibition above about 4.5%;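 note: 0% = vehicle wells with enzyme and 100% = reference inhibitor wells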
Scp1 inh: blocks human Scp-1 phosphatase activity | inhibition, % at 20 µM | Recombinant Scp1, phosphopeptide, malachite green phosphate absorbance | hit rate 0.88% among 340,000 | AID 493091;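 active = inhibition above about 50% at 20 µM, limit read from the data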;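 note: plate controls were DMSO wells with enzyme for no effect and wells lacking enzyme for full effect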
Target sequence (Q9GZU7 76-261 limits assumed): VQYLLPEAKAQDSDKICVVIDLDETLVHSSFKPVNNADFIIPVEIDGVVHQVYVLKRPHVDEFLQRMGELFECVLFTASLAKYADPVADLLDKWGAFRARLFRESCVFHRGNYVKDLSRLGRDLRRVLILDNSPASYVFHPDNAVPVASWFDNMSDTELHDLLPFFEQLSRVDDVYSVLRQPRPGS
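Test system: SCP-1 phosphatase catalytic domain, residues 76-261 | Compound dosing: One concentration, 20 µM, with 1.0% DMSO | Schedule: 45 min room-temperature reaction, 5 min colour, 30 min stabiliser | Detection: Absorbance at 630 nm | Read-out basis: % inhibition of SCP-1 phosphate liberation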
STEP inh: blocks human striatal-enriched tyrosine phosphatase; hit rate 0.25% among 360,000; inhibition, % at 20 µM; recombinant STEP, OMFP fluorogenic substrate, fluorescence; P54829;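 active = inhibition at 20 µM, scaled per plate between control wells, above about 37%, limit read from the data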;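 note: 0% = DMSO with enzyme and substrate and 100% = substrate only without enzyme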
Target sequence (P54829 whole entry, looked up): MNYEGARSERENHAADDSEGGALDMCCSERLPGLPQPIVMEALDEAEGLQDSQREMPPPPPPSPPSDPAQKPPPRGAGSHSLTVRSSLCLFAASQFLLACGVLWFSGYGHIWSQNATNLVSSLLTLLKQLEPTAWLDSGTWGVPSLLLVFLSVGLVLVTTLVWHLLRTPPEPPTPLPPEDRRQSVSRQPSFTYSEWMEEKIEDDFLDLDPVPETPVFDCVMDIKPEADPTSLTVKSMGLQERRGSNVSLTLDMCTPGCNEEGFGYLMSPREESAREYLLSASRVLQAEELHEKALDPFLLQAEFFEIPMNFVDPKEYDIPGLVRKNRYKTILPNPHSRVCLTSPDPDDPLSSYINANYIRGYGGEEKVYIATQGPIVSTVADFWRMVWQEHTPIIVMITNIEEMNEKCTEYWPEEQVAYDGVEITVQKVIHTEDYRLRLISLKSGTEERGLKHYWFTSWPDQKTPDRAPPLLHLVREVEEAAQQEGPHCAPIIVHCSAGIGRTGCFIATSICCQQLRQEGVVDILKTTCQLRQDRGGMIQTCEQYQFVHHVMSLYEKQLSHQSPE
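System: STEP phosphatase, cell-free reaction; Buffer or medium: Bis-Tris pH 6.0 buffer with DTT, detergent; Incubation: 20 min at room temperature, dark; Measured by: fluorescence, 480/540 nm.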
CSN inh: CSN deneddylation inhibition. Q92905. Purified CSN, SCF-Nedd8-OG deneddylation, fluorescence polarization. inhibition, % at 12.5 µM. hit rate 0.38% among 360,000. AID 651999;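 active = pattern-corrected inhibition above about 35%, with an unprinted fluorescence ratio check between 0.5 and 1.5, limit read from the data, passing the limit was not always enough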;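 note: 0% = enzyme with substrate and 100% = substrate without enzyme; some results filed as inactive read as strong as hits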
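Assay system: purified human Csn5 enzyme expressed in HEK293T cells; measure: % inhibition; also added: SCFSkp2-Nedd8OG substrate at 10 nM final; technique: fluorescence polarization; times: reaction 90 min, room temperature; medium: Tris buffer pH 7.5, NaCl, DTT, Tween-20, trehalose, ovalbumin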
SUMO1 PPI mod: SUMO1-SIM interaction modulation; P63165; SUMO1 binding to a labelled peptide, TR-FRET, 1 h; inhibition, % at 20 µM; hit rate 0.33% among 360,000; AID 602429; in the data active = inhibition above about 37%
Target sequence (P63165 whole entry, looked up): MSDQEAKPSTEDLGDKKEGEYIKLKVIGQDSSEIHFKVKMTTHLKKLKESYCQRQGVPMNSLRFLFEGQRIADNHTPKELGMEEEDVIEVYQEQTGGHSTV
LMPTP inh: blocks human LMPTP phosphatase; P24666; recombinant LMPTP-A, OMFP fluorogenic substrate, fluorescence intensity; inhibition, % at 20 µM; hit rate 0.22% among 360,000; AID 651560;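 active = compounds that cut the enzyme signal by at least half of the control window in the single-dose screen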;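 note: plate controls were DMSO wells with enzyme plus substrate for no effect and substrate without enzyme for full effect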
Target sequence (P24666 whole entry, looked up): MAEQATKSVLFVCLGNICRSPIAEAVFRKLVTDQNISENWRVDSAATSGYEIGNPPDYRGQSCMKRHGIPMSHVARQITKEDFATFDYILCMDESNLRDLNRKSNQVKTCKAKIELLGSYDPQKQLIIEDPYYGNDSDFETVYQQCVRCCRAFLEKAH
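Test system – LMPTP-A phosphatase enzyme · Quantity – 0.625 nM LMPTP-A final · Reagent – OMFP substrate, 400 µM final · Dosing – one test concentration per compound, 20 µM, with 3% DMSO overall · Timing – 50 min enzyme reaction at room temperature, protected from light · Detection – fluorescence intensity · Controls – substrate-only low control, DMSO enzyme-plus-substrate high control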
NadD inh: NadD (S. aureus) enzyme inhibition; hit rate 0.78% among 360,000; purified NadD enzyme, colorimetric absorbance read-out; AID 602399; inhibition, % at 20 µM; in the data active = inhibition above about 26%; note: some compounds past the cut are filed as inactive
DNMT1 inh: DNMT1 (human) enzyme inhibition; P26358; DNMT1 molecular beacon, Hinp1I cleavage, fluorescence; inhibition (reported as % activation of signal), % at 10 µM; hit rate 0.83% among 360,000; in the data active = inhibition above about 50%
TbMetRS inhib: blocks T. brucei methionyl-tRNA synthetase activity; purified T. brucei MetRS, ATP depletion, Kinase-Glo luminescence; inhibition, % at 11.9 µM; hit rate 0.4% among 360,000;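 active = inhibition above a per-plate cutoff of the control wells' mean inhibition plus 3 SD, cut at about 5.5% in these data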;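 note: 0% = DMSO wells median and 100% = median of wells with control inhibitor compound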
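System: purified T. brucei MetRS enzyme / Detection: Kinase-Glo luciferase luminescence reporting remaining unconsumed ATP / Medium: HEPES buffer with MgCl2, KCl, DTT, spermine, BSA, pyrophosphatase / Replication: singlicate, one well per compound / Evaluation: percent inhibition relative to median high and low control wells / Schedule: 2 h aminoacylation at 25 °C after 15 min preincubation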
Rpn11 block: Rpn11 (human) deubiquitinase inhibition; calls only at 20 µM; human 26S proteasome, Ub4-pepOG fluorescence polarization; 20S core pre-blocked with epoxomicin; O00487; hit rate 0.59% among 360,000;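 active = inhibition at 20 µM, scaled to each plate's controls, above about 33%, limit read from the data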
Starred values were filed as active, the others as inactive; i = inactive; . = not tested or not shown; + = active, no number.

molecule	MsrA inhibitor	Scp1 inh	STEP inh	CSN inh	SUMO1 PPI mod	LMPTP inh	NadD inh	DNMT1 inh	TbMetRS inhib	Rpn11 block
COc1cc(OC)cc(-c2c(C#Cc3ccsc3)c3cc(-c4cc(F)cc(F)c4)ccc3n2C)c1	-1.2	-3	2	-3	0	0.5	21	1	-0.4	i
COc1ccccc1Nc1ccc(NC(=O)c2cccc([N+](=O)[O-])c2C)cc1	2.2	-1	3	0	-12	4.2	0	-11	-0.6	i
CCc1c(C)c2cc(Cl)c(O)c(CN(CC)CC)c2oc1=O	4.2	0	-3	1	2	0.8	1	0	0.7	i
COC(=O)[C@@]1(Cc2ccccc2)[C@H]2C(=O)N(C)C(=O)[C@H]2[C@H]2CN=C(SC)N21	-0.8	4	-3	1	-1	-2.9	2	8	-0.9	i
O=C(Nc1cccc([N+](=O)[O-])c1)c1ccc2ccccc2c1O	-0.9	49	7	-2	-1	0.0	-8	12	-1.2	i
O=C(NC1CC1)c1ccc(S(=O)(=O)NCC2CCCCC2)cc1	0.8	-6	3	2	1	-0.9	3	3	-0.6	i
CC1(C)Nc2ccccc2C(=O)N1NS(=O)(=O)c1ccccc1	0.4	-5	0	-4	13	-0.2	7	-2	0.3	i
O=C1CSC(c2ccco2)N1 (centres undefined)	-0.9	1	-2	3	0	-1.0	-7	2	0.2	i
Cc1cccc(C)c1NC(=O)C(c1ccccc1)n1c(=O)c(-c2cc3ccccc3[nH]2)nc2ccccc21 (centres undefined)	0.0	.	.	3	1	2.7	.	.	0.4	.
CC1CN(CC(=O)Nc2cccc(C(=O)Nc3cccc(C(F)(F)F)c3)c2)CC(C)O1 (centres undefined)	0.4	5	-3	-1	-1	1.1	6	-2	-0.2	i
Cn1nc(C(=O)Nc2ccccc2)c2c1-c1ccccc1S(=O)(=O)C2	0.6	-10	-1	-5	1	0.0	-5	-4	-0.9	i
O=C(c1ccc(CN2CCOCC2)cc1)N1CCN(Cc2ccccc2)CC1	-0.9	-5	1	2	3	-2.3	-2	-1	0.1	i
COc1ccc2c(c1OC)C(=O)N1c3ccccc3SC21 (centres undefined)	0.4	-12	-6	4	-3	0.4	-1	0	-0.5	i
CCn1c2ccccc2c2cc(NC(=O)CSc3nccc(=O)[nH]3)ccc21	1.8	-12	0	-1	11	0.2	41*	-7	-0.2	i
CCC(C)c1ccc(S(=O)(=O)N2CC(=O)Nc3ccccc32)cc1 (centres undefined)	2.4	-12	1	-10	4	-0.2	-6	6	0.1	i

Some of these compounds in order of molar mass, ascending:
molecule	MsrA inhibitor	Scp1 inh	STEP inh	CSN inh	SUMO1 PPI mod	LMPTP inh	NadD inh	DNMT1 inh	TbMetRS inhib	Rpn11 block
O=C1CSC(c2ccco2)N1 (centres undefined)	-0.9	1	-2	3	0	-1.0	-7	2	0.2	i
CC1(C)Nc2ccccc2C(=O)N1NS(=O)(=O)c1ccccc1	0.4	-5	0	-4	13	-0.2	7	-2	0.3	i
CC1CN(CC(=O)Nc2cccc(C(=O)Nc3cccc(C(F)(F)F)c3)c2)CC(C)O1 (centres undefined)	0.4	5	-3	-1	-1	1.1	6	-2	-0.2	i

(further entries)
molecule	MsrA inhibitor	Scp1 inh	STEP inh	CSN inh	SUMO1 PPI mod	LMPTP inh	NadD inh	DNMT1 inh	TbMetRS inhib	Rpn11 block
O=C(CSc1n[nH]c(-c2ccc(S(=O)(=O)NC3CCCCC3)cc2)n1)N1CCCC1	-0.9	-11	-2	6	0	-0.8	2	4	0.5	i
Nc1nc(N)nc(-c2ccccn2)n1	0.3	9	-3	-6	-2	-1.0	4	1	-0.3	i
Cc1ccc2cc(CN(Cc3cccs3)Cc3nnnn3CC3CCCO3)c(=O)[nH]c2c1 (centres undefined)	0.1	1	1	0	0	-0.3	-3	0	-0.2	i
Cc1ccc(SCC(=O)Nc2cccnc2)cc1	0.8	-3	-3	2	0	0.0	-2	-2	-0.5	i
COC(=O)CN(C#N)c1nc(N(C)C)nc(N(C)C)n1	-0.3	-8	-1	-3	7	0.5	-4	35	0.0	i
Cc1cc(CN(C)C(=O)CC2C(=O)NCCN2CC(c2ccccc2)c2ccccc2)on1 (centres undefined)	2.1	-3	2	-1	1	2.3	9	-5	-0.9	i
O=S(=O)(NC1CCN(S(=O)(=O)c2c(F)cccc2F)CC1)c1ccc2c(c1)OCCO2	3.5	6	0	5	0	0.1	-4	3	-0.4	i
CCCCCCSc1nsc(NC(=O)CC(C)C)n1	0.6	-7	-2	1	0	1.8	5	-3	-0.3	i
COc1ccc(-n2nc(C(=O)NCC(=O)NCC3COc4ccccc4O3)c3ccccc3c2=O)cc1OC (centres undefined)	0.3	-12	-1	-8	-8	-1.3	-3	4	-1.6	i
COc1ccc(C(=O)Nc2ncc3c(n2)CC(C)CC3=O)cc1 (centres undefined)	-0.2	-1	2	5	1	-2.4	-4	-1	-0.7	i
O=C(c1ccco1)N1CCN(C2c3ccccc3-c3ccccc32)CC1	-0.1	0	1	4	-2	2.0	-4	-1	-0.3	i
O=C1NC(=O)C2(CCC(C(=O)O)C2)N1 (centres undefined)	0.1	0	5	-4	-4	0.6	-4	1	-0.6	i
Cc1nnc(SCC(=O)NC2CCCCC2)n1-c1ccccc1	-0.7	.	-2	-3	0	-1.5	-1	3	-0.2	i
O=C(NCC1CCCO1)c1cc(S(=O)(=O)N2CCOCC2)ccc1Cl (centres undefined)	1.2	-1	1	0	2	-1.1	3	2	-0.5	i
Nc1nnc(CC(=O)N/N=C/c2ccccc2OCc2ccccc2F)s1	-0.5	-11	1	-4	-10	1.5	-5	-4	0.1	i
COC(=O)CCN1CCC(C(N)=O)CC1	0.7	-9	4	-2	0	-1.7	-12	0	-0.1	i
CSc1nc(Cc2ccccc2)nc2ccccc12	-0.2	-1	-2	2	0	1.3	-9	-6	-0.4	i
Cc1cc(C(=O)COC(=O)c2ccc([N+](=O)[O-])o2)c(C)n1CC1CCCO1 (centres undefined)	0.8	-10	0	-1	-32	-0.5	1	-12	0.5	i
CC(NC(=O)CN1C(=O)NC2(CCCCCC2)C1=O)c1ccccc1Cl (centres undefined)	0.2	8	-2	-2	3	-1.0	-5	2	-0.4	i
COc1ccccc1CNC(=O)c1c(O)c2cc(OC)c(OC)cc2[nH]c1=O	-0.9	-4	2	-2	3	-0.9	10	35	-0.9	i
COc1cc(O)cc2occ(-c3ccc(O)cc3)c(=O)c12	1.9	12	0	2	15	-0.1	2	-2	-0.4	i
COc1ccc(OC)c(CCNC(=O)Cc2ccc(NC(=O)C3=C(C)OCCS3)cc2)c1	0.1	.	1	8	2	-1.1	-4	3	0.3	i
CC[C@]12c3[nH]c4ccc(OC)cc4c3CCN1C(=O)C(CC(=O)NC/C=C(\C)CCC=C(C)C)C[C@@H]2C(=O)N1CCN(C(=O)C2CC2)CC1 (some centres undefined)	1.0	16	2	2	-3	-1.1	-5	1	-2.5	i
O=C(Cc1ccccc1Cl)Nc1cccc(S(=O)(=O)N2CCCCCC2)c1	-1.0	-15	4	-4	-2	2.9	-11	-4	0.1	i
Cc1cc(-c2ccccc2)c(C#N)c(=S)[nH]1	3.3	-8	-1	1	0	-0.9	0	-1	-1.0	i
COc1cc(S(=O)(=O)N2CCCN(C)CC2)ccc1NC(C)=O	-0.4	-4	5	-1	1	-4.5	1	0	0.6	i
Cc1ccc(C(=O)Nc2ccc3c(c2)ncn3C)cc1	-0.8	0	-5	2	-4	0.6	3	4	-0.3	i
CCN(C(=O)COC(=O)c1ccc(N2C(=O)c3ccccc3C2=O)cc1)C1CCS(=O)(=O)C1 (centres undefined)	-0.2	-5	1	-16	-19	1.0	3	-1	0.3	i
CCOc1ccc(S(=O)(=O)NCCC(=O)Nc2ccncc2)cc1	3.6	-1	0	-4	-1	-0.8	-3	2	-0.1	i
CC(=O)c1cccc(NC(=O)NCCS(C)=O)c1 (centres undefined)	.	-6	2	-5	6	-0.8	-4	0	-0.2	i
COc1cc(NC(=O)c2ccc(-c3csc(C)n3)cc2)c(OC)cc1Cl	-0.4	0	-1	-5	7	-0.6	-2	9	0.1	i
COc1ccc(C(=O)NC(=S)Nc2nc(-c3ccc(OC)c(Br)c3)cs2)cc1Br	0.6	-11	-2	3	2	-0.4	33*	-5	-0.5	i
CNC(=S)Nc1sc2c(c1C(=O)OC)CCC2	1.8	-1	-1	-5	3	-0.5	-1	1	0.3	i
CCNc1nc(SC(C)C(=O)Nc2ccccc2)nc(N(C)C)n1 (centres undefined)	-0.3	-12	2	0	-2	-0.7	-2	0	1.5	i
O=C(NC1(C(F)(F)F)NC(=O)N(Cc2cccnc2)C1=O)c1cccs1 (centres undefined)	0.6	-2	-2	7	-1	-2.5	0	2	-1.5	i
O=C(NC(=S)N1CCCCC1CO)C12CC3CC(CC(C3)C1)C2 (centres undefined)	-0.8	-12	0	-2	2	-0.7	0	1	1.2	i
CC(=O)Nc1ccc(OCC(O)CN2CCN(Cc3ccccc3)CC2)cc1 (centres undefined)	-0.1	-5	-2	1	1	-0.7	2	0	-0.1	i
COc1ccc(-c2nnc(-c3ccc(N(C)C)cc3)o2)cc1	0.6	3	-7	2	0	0.3	0	-4	-1.2	i
Cc1ccc(S(=O)(=O)N[C@H](C(=O)OCn2nnc3ccccc3c2=O)C(C)C)cc1	-0.1	-2	3	1	-3	0.4	-4	-1	-0.2	i
COC(=O)c1sccc1NC(=O)c1ccncc1	-1.9	-4	-1	0	-5	-1.2	-2	3	-0.4	+
Cc1c(CNCCc2ccc(Cl)cc2)c(C(=O)O)c(C)n1Cc1ccccc1	0.8	-4	1	6	11	0.3	-8	-2	0.1	i
Cc1ccc(-c2cc(C(=O)N3CCCC3)no2)cc1	-0.3	-2	2	-3	-2	-1.1	-5	2	-0.8	i
COc1ccc(OC)c(NC(=O)C2CC2c2ccccc2)c1 (centres undefined)	0.1	-9	3	1	2	1.0	-3	-5	-1.4	i
Cc1ccc2c(CC(=O)N3CCN(S(=O)(=O)c4ccccc4)CC3)coc2c1	-0.7	7	2	3	3	0.7	1	9	-0.5	i
COc1ccccc1CNC(=O)C(NC(=O)c1ccccc1C)C(C)C (centres undefined)	-0.8	-7	2	-7	12	-1.1	3	0	0.0	i
COc1ccc(C(=O)C(C)OC(=O)c2cccc(S(=O)(=O)Nc3c(C)n(C)n(-c4ccccc4)c3=O)c2)cc1 (centres undefined)	1.1	-4	1	-1	-2	-2.4	8	-1	-0.2	i

Source: PubChem (several laboratories)
